# GPT2 inh = blocks human glutamate pyruvate transaminase 2. Recombinant GPT2, coupled pyruvate oxidase/HRP Amplex Red fluorescence. Potency, µM (titrated, usually from 57.7 µM), for the others: at the top dose activity change, negative = inhibition, most hits filed as inhibitors. 100,000 compounds, 0.25% hits. AID 1671188; note: potency is the fitted concentration of half-maximal effect; nearly all actives have a fitted effect of over 60% in size; many of its hits are not listed in these tables
# Target sequence (Q8TD30 whole entry, looked up): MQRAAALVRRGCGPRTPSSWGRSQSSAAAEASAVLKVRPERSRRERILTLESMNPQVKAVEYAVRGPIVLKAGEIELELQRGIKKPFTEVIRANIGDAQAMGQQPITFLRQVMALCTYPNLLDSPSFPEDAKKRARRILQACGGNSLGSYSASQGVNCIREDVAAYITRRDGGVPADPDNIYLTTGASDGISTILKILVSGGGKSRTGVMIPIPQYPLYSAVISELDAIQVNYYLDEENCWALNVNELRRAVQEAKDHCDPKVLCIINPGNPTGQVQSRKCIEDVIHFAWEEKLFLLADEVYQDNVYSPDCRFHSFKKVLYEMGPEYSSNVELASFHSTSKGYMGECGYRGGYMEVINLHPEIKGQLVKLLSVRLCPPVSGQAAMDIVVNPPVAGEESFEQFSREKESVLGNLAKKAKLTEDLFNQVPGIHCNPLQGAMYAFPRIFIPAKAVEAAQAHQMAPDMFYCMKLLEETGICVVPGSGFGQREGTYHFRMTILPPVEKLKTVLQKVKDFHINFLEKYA
#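 Fluorescence of coupled pyruvate oxidase/HRP/Amplex Red system (50uM Amplex, 30 min, dark) reports pyruvate formed by GPT2. Enzyme reaction: 10ng/uL GPT2, 2mM L-alanine, 250uM a-KG, 30 min room temperature, pH 7.5; 50uM AOA control.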
# IP6K1 inh = blocks human inositol hexakisphosphate kinase 1; IP6K1 kinase, ADP-Glo luminescence, 2 h; active compounds read low; activity change, % (series mostly up to about 58 µM); 140,000 compounds, 0.81% hits; in the data active = activity change below about -25%
#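 ADP-Glo luminescence measures ADP made by human IP6K1 during a 2 h RT reaction with ATP/IP6 (mix at 1.3 mM/130 uM); top library doses 57.5 and 19.1 uM final.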
# SNCA expr inhib = reduces expression of the alpha-synuclein gene. HEK-293 SNCA-luciferase knock-in, luminescence, 24 h. Potency, µM (series often up to 57.2 µM), inactives show top-dose activity change, negative = inhibition, hits mostly inhibitors. 140,000 compounds, 0.17% hits. AID 1671194;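 note: potency is the fitted concentration of half-maximal effect; plate controls were DMSO cells for no effect and cell-free wells for full effect; nearly all actives have a fitted effect of over 45% in size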
# HEK cytotox = cytotoxic compounds in HEK 293 cells; HEK 293 viability, ATP luminescence (CellTiter-Glo), 48-72 h; Potency, µM (top dose mostly 115 µM), for inactives: top-dose activity change, negative = cytotoxicity, usual class: inhibitors; 94,000 compounds, 6.6% hits; note: potency is the fitted concentration of half-maximal effect; nearly all actives have a fitted effect of over 60% in size
#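 250 HEK 293 cells/well; compound by pintool; incubated 48 or 72 hr at 37 degree Celsius; CellTiter-Glo added, 10 min RT, luminescence imaged.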
# 3T3 cytotox = kills NIH 3T3 cells; AID 1345082; Potency, µM (highest dose often 96.7 µM), inactives show top-dose activity change, negative = cytotoxicity, most hits filed as inhibitors; 94,000 compounds, 4.3% hits; NIH 3T3 viability, CellTiter-Glo ATP luminescence, 48-72 h; note: potency is the fitted concentration of half-maximal effect; nearly all actives have a fitted effect of over 55% in size
#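 ATP-dependent luminescence (CellTiter-Glo) served as the viability signal for NIH 3T3 cells treated with compound for 48 or 72 hr at 37 °C.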
# FLuc inh = blocks purified firefly luciferase enzyme activity; Potency, µM (doses to about 115 µM), for inactives: at the highest dose activity change, negative = inhibition, actives largely listed as inhibitors; 76,000 compounds, 2.5% hits; purified P. pyralis luciferase, luminescence, biochemical; P08659; note: potency is the fitted concentration of half-maximal effect; nearly all actives have a fitted effect of over 65% in size
# Target sequence (P08659 whole entry, looked up): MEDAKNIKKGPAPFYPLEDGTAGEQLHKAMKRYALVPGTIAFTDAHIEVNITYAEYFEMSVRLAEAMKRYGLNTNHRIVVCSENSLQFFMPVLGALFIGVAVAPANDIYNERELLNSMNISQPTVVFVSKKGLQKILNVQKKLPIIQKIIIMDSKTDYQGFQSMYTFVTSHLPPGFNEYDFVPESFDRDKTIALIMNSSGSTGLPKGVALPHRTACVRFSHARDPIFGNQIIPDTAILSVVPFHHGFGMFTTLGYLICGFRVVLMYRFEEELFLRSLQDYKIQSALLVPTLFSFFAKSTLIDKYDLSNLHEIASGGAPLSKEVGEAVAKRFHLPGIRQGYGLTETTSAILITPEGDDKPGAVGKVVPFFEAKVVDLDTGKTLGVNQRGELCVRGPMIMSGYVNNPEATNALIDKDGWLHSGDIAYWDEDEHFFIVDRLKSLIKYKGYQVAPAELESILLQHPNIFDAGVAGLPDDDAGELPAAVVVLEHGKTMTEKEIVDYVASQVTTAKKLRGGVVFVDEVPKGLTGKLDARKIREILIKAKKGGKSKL
#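 Luminescence read by CCD imaging after purified firefly luciferase (10nM final) was added to substrate buffer holding 10uM D-luciferin and 10uM ATP, pH 7.5, pre-dosed with compound.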
# HEK293 viab = cell viability loss counter-screen; HEK-293-SNCA-luc viability, GF-AFC fluorescence, 24 h; Potency, µM (series often up to 57.1 µM), without a hit: at the top dose activity change, negative = cytotoxicity, most hits filed as cytotoxic; 150,000 compounds, 0.12% hits; AID 1671193;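 note: potency is the fitted concentration of half-maximal effect; 0% = DMSO-treated cells and -100% = medium-only wells without cells; nearly all actives have a fitted effect of over 30% in size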
#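 HEK-293-SNCA-luc cells (1500/well) plated 24 h, then exposed 24 h to a dilution series; GF-AFC added 30 min at 37C, fluorescence 405/540 nm; normalised to medium-only and DMSO wells, Hill fit.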
# Starred values were filed as active, the others as inactive; i = inactive; ? = inconclusive; . = no result given; [ ] = another dose, or the depositor's remark. Unless noted, calls come from the whole dose curve; as a rule, active = well fitted curve in the direction sought with a large enough effect; inconclusive = small, poorly fitted or top-dose-only effect, or another doubt; inactive = no such curve, though single readings can be large; an effect the other way counts as inactive or inconclusive. Unless noted, % is set by controls: 0 for no effect and ±100 for the full control effect.
# Order of results – GPT2 inh	IP6K1 inh	SNCA expr inhib	HEK cytotox	3T3 cytotox	FLuc inh	HEK293 viab
CCOC(=O)c1ccc(NC(=O)Cn2cc(C(=O)c3ccc(Cl)cc3)c(=O)c3ccc(C)nc32)cc1
    .	-1	-14%	.	.	.	-11%
CC(c1cccc(-c2cnc(C(=O)O)cn2)c1)N1CCCC1 (configuration not stated)
    3%[11.5 µM]	27	2%	-9%	3%	1%	2%
COc1cccc(-c2n[nH]c3c2C(c2ccccn2)N(C)C3=O)c1 (configuration not stated)
    .	-12	15%	.	.	.	-6%
CC(=O)N1CCCC(c2[nH]ccc2C(=O)NCc2cc(C)nn2C)C1 (configuration not stated)
    5%	7	4%	-10%	5%	-1%	-8%[12.5 µM]
O=C1COCC2(CN(Cc3ccc4c(c3)CCO4)C2)CN1Cc1ccccc1
    -4%[88.5 µM]	10	19%[87.6 µM]	?	-9%[138 µM]	-2%[172 µM]	0%[87.6 µM]
CN(C)C(=O)C1CN(C(=O)Nc2cccc(C(F)(F)F)c2)CC12CCOCC2 (configuration not stated)
    -12%	11	6%	1%	1%	3%	1%
COCCn1c2c(c(=O)n1-c1ccccc1)CCN(C(=O)COc1ccccc1)C2
    i	11	33%[activator][87.6 µM]	-17%[172 µM]	?	-7%[172 µM]	4%[87.6 µM]
CCc1ccc(C2CC(=O)c3c([nH]c(C(=O)OC4CCCCCC4)c3C)C2)cc1 (configuration not stated)
    .	7	22%	.	.	.	2%
COc1ccc(-c2ccc3ncc(Nc4ccccc4OC)n3n2)cn1
    i	-22	?	?	?	4%[172 µM]	-22%[87.6 µM]
O=C(C1CCC1)N1CCN(Cc2ccc(=O)n(CC3CC3)c2)CC1
    -6%	-1	-7%	-20%	-22%	-1%	4%
O=C(N[C@H]1CCN2C(=O)c3cc(/C=C/c4ccccc4)ccc3NC(=O)[C@H]12)C1CCCC1
    0%[88.5 µM]	-7	3%[87.6 µM]	?	?	-25%[172 µM]	-28%[87.6 µM]
O=c1c2sccc2n(Cc2cc(=O)n3ccccc3n2)c(=O)n1-c1cccc(C(F)(F)F)c1
    .	4	1%	.	.	.	0%
CC(C)c1ccc(CNC(=O)c2ccc(Cn3ccn4nc5c(c4c3=O)CCCC5)cc2)cc1
    i	-8	2%	-43%	?	1%	-2%
COC[C@@H]1CN(C(=O)c2ccc(OC)nc2)C[C@H]1c1ccccn1
    i	2	-12%	i	-10%	-1%	?
COc1ccc(CC(=O)NCCNC(=O)c2cccc(-c3ccc(C(F)(F)F)cc3)c2)cc1
    i	-14	13%	?	?	.	-19%[12.5 µM]

# More results:
# Order of results – GPT2 inh	IP6K1 inh	SNCA expr inhib	HEK cytotox	3T3 cytotox	FLuc inh	HEK293 viab
Cc1cc(C(=O)Nc2ccc([C@H]3OCC(=O)N(CC(=O)N(C)C)[C@@H]3CO)cc2)no1
    -2%[88.5 µM]	2	-12%[87.6 µM]	i	-3%[174 µM]	15%[172 µM]	2%[87.6 µM]
CCOC(=O)C1=CN(CC(=O)Nc2ccc(C)cc2)S(=O)(=O)N=C1C
    -17%	-10	8%	?	-14%	3%	4%
Cc1ccc(C)c(CN2CCCN(CC(=O)Nc3ccc(C)c(C)c3)S2(=O)=O)c1
    .	-11	1%	.	.	.	4%
COc1ccc(NC(=O)C(c2ccccc2)N(C)C(=O)/C=C\c2ccc3c(c2)OCO3)cc1 (configuration not stated)
    .	-3	27%	.	.	.	-7%
CCc1ccc(NC(=O)c2cnc3c(-c4ccccc4)c(C)nn3c2C)cc1
    .	3	-13%	.	.	.	-3%
CCOc1ccc(C2Cn3nnc(-c4nc(-c5ccccc5Cl)no4)c3CO2)cc1 (configuration not stated)
    i	1	14%	?	-1%	-18%	8%
COCCNC(=O)[C@@H]1C[C@H](Oc2cccnc2)CN1C(=O)c1cc(-c2ccc(C)cc2)n[nH]1
    -15%	0	-4%	4%	i	?	0%
CCCCSCCCNC(=O)c1c[nH]c2ccc(S(=O)(=O)Nc3cccc(OC)c3)cc2c1=O
    .	-5	1%	.	.	.	-1%
CCN1c2cc(C(=O)Nc3ccc(F)c(C)c3)ccc2C(=O)N2CCCCCC21 (configuration not stated)
    3%	-17	?	40µM*	?	-20%	1%[12.5 µM]
CC(C)N1C(=O)CO[C@H]2CCN(Cc3cccc(C#N)c3)CC[C@@H]21
    i	-1	-22%[87.6 µM]	?	?	1%[172 µM]	-10%[87.6 µM]
COCCNC(=O)[C@@H]1C[C@H](Oc2cccnc2)CN1C(=O)c1sc(C)nc1C
    i	15	-11%	-9%	-6%	-13%	-3%
Cc1ccc(CNC(=O)CC2CCCN(c3cnn(CC4CC4)c(=O)c3)C2)cc1C (configuration not stated)
    -3%	-3	-2%	-7%	?	3%	-7%
Cc1n[nH]c(C)c1CNC(=O)c1ccc(N2CC3CC(C2)[C@H]2CCCC(=O)N2C3)nc1 (some centres not stated)
    i	8	?	3%	i	-8%	-5%
CCc1ccc(-n2nnc(-c3nc(-c4cccs4)no3)c2N)cc1
    .	4	140%[activator]	.	.	.	7%
COc1ccc(Cl)cc1NC(=O)c1cnc(N2CCCCC2)c2ccccc12
    .	24	-24%	.	.	.	-7%

# (continued)
# Order of results – GPT2 inh	IP6K1 inh	SNCA expr inhib	HEK cytotox	3T3 cytotox	FLuc inh	HEK293 viab
O=C(c1ccc2[nH]ccc2c1)N1CCC(N2C(=O)C3(CCCCC3)C2c2ccncc2)CC1 (configuration not stated)
    ?	4	18%	?	-15%	-2%	0%[12.5 µM]
COCC(=O)N[C@H]1C[C@@H](CO)N(Cc2cc(F)ccc2F)C1
    i	-3	-21%	-20%	-1%	2%	5%
COc1ccc(-c2cc(C(=O)NCc3c(C)cc(C)[nH]c3=O)c3c(c2)N(C(C)C)CCO3)cc1OC
    i	-27*	?	?	25µM*	3%	-14%
CC(=O)Nc1ccc(CC(=O)N2CCc3c(c(-c4nncn4C)nn3C)C2)cc1
    i	-2	-12%	i	1%	0%	10%
Cc1ccc(-c2c(C(=O)N3CCOCC3)nc3sccn23)cc1
    i	0	-18%[87.6 µM]	-16%[172 µM]	-3%[138 µM]	.	-3%[87.6 µM]
CS(=O)(=O)NCCc1ccc(CC2CCN(C(=O)CCC3CCCC3)CC2)cc1
    3%	17	-26%	?	?	.	4%
CS(=O)(=O)N1CCc2ccc(C(=O)NCCN3CCc4ccccc4C3)cc21
    i	-4	25%	-9%	i	-24%	0%
Cc1ccc(N2CC(C)N(C(=O)c3cccc(OC(F)F)c3)CC2=O)cc1 (configuration not stated)
    i	-12	16%	0%	?	8%	-1%
Cc1oc(-c2cccc(Cl)c2)nc1CN1CCCC(C(N)=O)C1 (configuration not stated)
    i	-7	85%[activator]	-17%	?	-18%	-1%
Cc1ccc(S(=O)(=O)NC[C@H]2OC[C@@H](NCc3ccncc3)[C@@H]2O)cc1
    -3%[88.5 µM]	-3	-15%[87.6 µM]	-8%[172 µM]	-7%[174 µM]	-9%[172 µM]	9%[87.6 µM]
CCC(=O)N(C1CCOCC1)C1CCN(Cc2cc(F)ccc2F)CC1
    i	5	2%	4%	i	-1%	-2%
COc1ccccc1N1CCN(Cc2nnc(-c3ccccc3C)o2)CC1
    .	-5	36%[activator]	.	.	.	5%
COc1cccc(N2C(=O)NC(=NC3CCCC3)C23CCCN(Cc2cccnc2)C3)c1 (configuration not stated)
    i	-12	-6%	-16%	?	.	4%
O=C(c1ccc(OC2CCN(C(=O)c3ccccc3)CC2)nc1)N1CCOCC1
    i	8	-19%	1%	i	-3%	5%
CCCc1nc(C(=O)NC2CC(c3cc(N4CCOCC4)ncn3)C2)cs1 (configuration not stated)
    i	17	1%	?	?	-10%	-27%

# (listing goes on)
# Order of results – GPT2 inh	IP6K1 inh	SNCA expr inhib	HEK cytotox	3T3 cytotox	FLuc inh	HEK293 viab
Cc1ccc(CCNC(=O)c2nnc(Cc3cccc(F)c3)o2)cc1
    .	-1	16%	.	.	.	-6%
COc1ccc(S(=O)(=O)NCCc2sc3nc(-c4ccc(C)cc4)nn3c2C)cc1C
    .	-11	-22%	.	.	.	?
O=C(CSc1c2c(nc3ccc(Cl)cc13)CCCC2)NCc1ccccc1Cl
    .	-1	6%	.	.	.	14%
O=C(N[C@H]1CCN2C(=O)c3ccccc3NC(=O)[C@H]12)C1CCCC1
    2%[88.5 µM]	7	3%[87.6 µM]	-6%[172 µM]	i	0%[172 µM]	-1%[87.6 µM]
Cn1nnnc1SCCNCc1ccc(OCc2ccccc2)cc1
    .	7	30%	.	.	.	6%
CCN(C(=O)c1ccc2c(c1)N(S(C)(=O)=O)CC2)c1ccccc1C
    ?	-1	?	?	-14%	-26%	0%
Cc1ccc2nc3n(c2c1)[C@@H](CNC(=O)CCC(=O)O)COC3
    1%[88.5 µM]	2	-17%[87.6 µM]	3%[172 µM]	i	3%[172 µM]	3%[87.6 µM]
Cc1cc(N2CCN(c3ccc(F)cc3)CC2)n2nc(-c3ccc(Cl)cc3)nc2n1
    .	-1	-10%	.	.	.	6%
O=c1c2sc3ccccc3c2n(Cc2ccc(F)cc2)c(=O)n1Cc1ccccc1
    .	-14	8%	.	.	.	6%
CC(C)(O)CCc1cccc(C(=O)NCCOc2cccc3cccnc23)c1
    3%	-6	-10%	?	-21%	-9%	-13%
CNC(=O)c1cc[nH]c1C1CCCN(C(=O)Cc2cccnc2)C1 (configuration not stated)
    i	10	-19%	i	5%	2%	6%[12.5 µM]
CCOc1ccccc1CN(CCc1ccc2c(c1)OCO2)Cc1cc(OC)c(OC)cc1OC
    .	-2	-10%	.	.	.	-29%
CNc1nc2c(c(C(=O)N3CCCC3)n1)CN(S(=O)(=O)C1CC1)CC2
    -7%[11.5 µM]	-6	-4%	-7%	-1%	-1%	-5%
CCc1nc(-c2c3n(c(=O)n(Cc4ccc(Cl)cc4)c2=O)CCCC3)no1
    i	30	3%	0%	-18%	-5%	-2%
COCc1nc2nc(-c3ccccc3)c(-c3ccccc3OC)cc2n1C
    -12%[88.5 µM]	5	-4%[87.6 µM]	?	?	7%[172 µM]	0%[87.6 µM]
C=C1[C@H](OC(C)=O)[C@H]2[C@@H](OC(=O)c3ccccc3)[C@@H](C)C[C@]2(O)[C@@H](OC(C)=O)[C@H](C)/C=C/C(C)(C)C(=O)[C@H](OC(C)=O)[C@H]1OC(C)=O
    i	19	.	.	.	.	-15%[23.9 µM]
Cc1cnc(C2CC2)n1C1CCN(C(=O)NC(C)C)CC1
    -4%	1	-14%	0%	i	-5%	?
CCCNC(=O)CCc1ccnc(N2CCCC2)c1
    i	2	15%	1%	0%	7%	5%
